HUVEC tox IL1B – cytotoxicity in IL-1B stimulated HUVEC, primary screen, cytotoxicity control for IL-1B NFkB translocation project, imaging, Hoechst nuclear count, IL-1B stimulus; HUVEC cell count loss; cell count reduction, % at 2 µM; 94,000 compounds, 0.41% hits;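 active = cell count reduction more than 3 SD above the screen-wide mean, cut at about 70% in these data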;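 note: normalized per plate to untreated control cells as the no-loss baseline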
PTPN22 act – LYP phosphatase activators, primary screen, biochemical, DiFMUP fluorescence, 2 µM; activation, % at 2 µM; Tyrosine-protein phosphatase non-receptor type 22 (Homo sapiens), Q9Y2R2; AID 697, 2007; recombinant LYP; 0 = plate median, 100 = signal doubled; 96,000 compounds, 0.11% hits;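 active = activation at 2 µM above a set limit, the mean plus 5 SD, cut at about 37% in these data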
FAK blocker – FAK kinase inhibitors, primary screen, biochemical | Focal adhesion kinase 1 (Homo sapiens), Q05397 | biochemical FAK kinase activity assay | inhibition, %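 (tested at 7 µM)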 | 97,000 compounds, 0.84% hits | AID 727, 2007; in the data active = inhibition above about 19%;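 note: 0% = DMSO and 100% = reference compound high control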
cytoskel mod – modifiers of F-actin cytoskeleton organization, primary screen, imaging, HUVEC, phalloidin staining, high-content imaging. 91,000 compounds, 0.18% hits. AID 836, 2007. inhibition, % at 2 µM. HUVEC TNFa F-actin phalloidin imaging;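 active = inhibition above the batch mean plus 3 SD and confirmed as a hit by visual image inspection, cut at about 30% in these data, passing the limit was not always enough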; note: strong numbers were not always called active
ERa SRC1 inh – ERα–SRC-1 coactivator interaction inhibitors, primary screen, biochemical, TR-FRET, ERα LBD, estradiol-bound | Estrogen receptor (Homo sapiens), P03372 | TR-FRET ER-alpha LBD / SRC-1 peptide | inhibition, % at 25.6 µM | 86,000 compounds, 1.7% hits; in the data active = inhibition above about 50%;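 note: 0% = receptor plus peptide control and 100% = peptide only without receptor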
LYP inh 2 – PTPN22 phosphatase inhibitors, primary screen, biochemical, DiFMUP fluorescence, 2 µM. inhibition, % at 2 µM. 96,000 compounds, 0.21% hits. recombinant LYP catalytic domain. AID 640, 2007. Tyrosine-protein phosphatase non-receptor type 22 (Homo sapiens), Q9Y2R2;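 active = inhibition at 2 µM at or above a set limit, the screen mean plus 3 SD, cut at about 24% in these data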;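 note: 0% = DMSO with enzyme and 100% = enzyme fully blocked by orthovanadate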
TNFa cytotox – cytotoxicity in TNFa-stimulated HUVEC, primary screen, cytotoxicity control for VCAM1 expression modulator project, imaging, Hoechst nuclei count | HUVEC TNFalpha-stimulated, Hoechst cell count | AID 848, 2007 | 93,000 compounds, 0.17% hits | cell count reduction, % at 2 µM;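 active = cell count reduction exceeding the screen mean by over 5 SD, scaled to untreated wells per plate, cut at about 78% in these data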;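 note: cells counted after 24 h of TNF alpha exposure following the 1 h pretreatment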
Pyk2 oligo antag – antagonists of Pyk2 self-association, primary screen, Q293 cells, FERM NanoBiT luminescence, HTS; Protein-tyrosine kinase 2-beta (Homo sapiens), Q14289; active compounds read low; z-score (the deposit names both 25 µM and 10 µM); 99,000 compounds, 0.83% hits; AID 1347419, 2020;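 active = Z-score of -3 or lower, scaled per plate to the spread of control and sample wells; inactive = z-score above -3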;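 note: negative z-score means lost luminescence so less FERM oligomerization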
Target sequence (Q14289 whole entry, looked up): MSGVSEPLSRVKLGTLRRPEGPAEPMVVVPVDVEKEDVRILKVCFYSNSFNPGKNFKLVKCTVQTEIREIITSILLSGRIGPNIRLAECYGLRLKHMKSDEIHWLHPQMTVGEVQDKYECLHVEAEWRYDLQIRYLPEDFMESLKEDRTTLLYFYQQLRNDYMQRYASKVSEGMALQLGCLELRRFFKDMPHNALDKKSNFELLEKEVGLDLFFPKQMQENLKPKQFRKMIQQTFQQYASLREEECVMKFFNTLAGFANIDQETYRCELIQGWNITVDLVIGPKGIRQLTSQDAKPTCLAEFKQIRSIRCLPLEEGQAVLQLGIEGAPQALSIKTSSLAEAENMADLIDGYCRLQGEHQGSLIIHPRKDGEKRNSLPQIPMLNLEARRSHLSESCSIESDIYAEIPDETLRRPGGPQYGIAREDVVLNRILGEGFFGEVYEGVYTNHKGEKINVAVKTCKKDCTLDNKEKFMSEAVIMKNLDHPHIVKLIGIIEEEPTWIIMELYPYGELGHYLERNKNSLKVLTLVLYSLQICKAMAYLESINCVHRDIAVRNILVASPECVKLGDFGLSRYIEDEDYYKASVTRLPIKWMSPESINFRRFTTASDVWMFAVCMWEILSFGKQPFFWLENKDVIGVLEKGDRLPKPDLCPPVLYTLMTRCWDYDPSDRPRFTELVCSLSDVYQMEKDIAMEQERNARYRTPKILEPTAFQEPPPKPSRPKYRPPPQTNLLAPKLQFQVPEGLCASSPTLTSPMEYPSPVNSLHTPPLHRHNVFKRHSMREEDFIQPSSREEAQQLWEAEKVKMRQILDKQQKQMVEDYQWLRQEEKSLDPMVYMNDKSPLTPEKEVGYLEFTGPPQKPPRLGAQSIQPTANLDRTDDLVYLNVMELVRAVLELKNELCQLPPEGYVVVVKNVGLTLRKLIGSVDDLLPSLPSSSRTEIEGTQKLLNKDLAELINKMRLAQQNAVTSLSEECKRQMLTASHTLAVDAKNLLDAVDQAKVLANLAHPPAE
VCAM1 TNFa inh – inhibitors of TNFa-induced VCAM1 expression, primary screen, imaging, HUVEC, TNFa stimulus, immunofluorescence | HUVEC TNFa-induced VCAM-1 immunofluorescence, high-content imaging | inhibition, % at 2 µM | 95,000 compounds, 0.48% hits;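 active = inhibition above the batch mean plus 3 SD, with images confirmed as a hit by eye, cut at about 37% in these data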;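 note: 0% = TNF-stimulated DMSO wells and 100% = unstimulated control wells; not every result past the cut was called active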
* marks the source's active call; other numbers are inactive results; [ ] = dose if it differs, or a comment.

Results for COC(=O)c1ccc(NC(=O)c2ccccc2NS(=O)(=O)c2ccccc2)cc1 ?
HUVEC tox IL1B: -3.4; PTPN22 act: -0.8; FAK blocker: 1.9; cytoskel mod: 2.4; LYP inh 2: 4.6; Pyk2 oligo antag: -3.71*; VCAM1 TNFa inh: -21.5

How did CCCOC(=S)NC(=O)c1sc2ccccc2c1Cl do in these assays?
HUVEC tox IL1B: 17.2; PTPN22 act: -4.8; FAK blocker: -5.9; cytoskel mod: 4.6; LYP inh 2: 8.2; TNFa cytotox: -27.3; Pyk2 oligo antag: 0.05; VCAM1 TNFa inh: -18.4

Results for CN(C)c1cc(O)c(C(=S)Nc2ccccc2)c(N(C)C)c1 ?
HUVEC tox IL1B: -64.2; PTPN22 act: 17.2; FAK blocker: 12.7; ERa SRC1 inh: -1.6; LYP inh 2: -19.0; TNFa cytotox: -29.0; Pyk2 oligo antag: -1.7; VCAM1 TNFa inh: 21.5

How did CCOc1ccc(CN(C(=O)c2oc3cc(C)ccc3c2C)C2CCS(=O)(=O)C2)cc1 (configuration not stated) do in these assays?
HUVEC tox IL1B: 10.8; PTPN22 act: -0.9; FAK blocker: -0.7; cytoskel mod: -11.5; ERa SRC1 inh: -0.2; LYP inh 2: 1.8; TNFa cytotox: 3.9; Pyk2 oligo antag: -0.68; VCAM1 TNFa inh: 18.6

What do the screens show for `O=C(CCOc1ccccc1)Nc1ccc(S(=O)(=O)N2CCCC2)cc1`?
HUVEC tox IL1B: -1.7; PTPN22 act: -12.1; FAK blocker: 5.4; cytoskel mod: 2.5; ERa SRC1 inh: -0.6; LYP inh 2: 11.3; TNFa cytotox: -5.8; Pyk2 oligo antag: 0.23; VCAM1 TNFa inh: -4.4

What do the screens show for `O=C(Nc1ccc(S(=O)(=O)N2CCc3ccccc3C2)cc1)c1ccccc1`?
HUVEC tox IL1B: -8.8; PTPN22 act: -7.3; FAK blocker: -1.3; cytoskel mod: 18.0; ERa SRC1 inh: -1.0; LYP inh 2: 8.1; TNFa cytotox: -9.3; Pyk2 oligo antag: -2.56; VCAM1 TNFa inh: -31.0

What do the screens show for `C=C(C)COc1ccc(-c2[nH]ncc2-c2ccccc2OC)c(O)c1`?
HUVEC tox IL1B: -22.2; PTPN22 act: 1.0; FAK blocker: -1.3; cytoskel mod: 8.4; ERa SRC1 inh: 10.1; LYP inh 2: -1.6; TNFa cytotox: -24.0; Pyk2 oligo antag: -2.05; VCAM1 TNFa inh: -1.8

What do the screens show for `O=C(NCc1ccccc1)C1CCN(S(=O)(=O)N2CCOCC2)CC1`?
HUVEC tox IL1B: -2.1; PTPN22 act: 5.6; FAK blocker: 2.4; cytoskel mod: 31.5; ERa SRC1 inh: -7.9; LYP inh 2: -6.8; TNFa cytotox: -30.4; Pyk2 oligo antag: -0.44; VCAM1 TNFa inh: 2.1

How did CS(=O)(=O)N(CC(=O)NCC1CCCO1)c1cc(Cl)cc(Cl)c1 (configuration not stated) do in these assays?
HUVEC tox IL1B: -24.2; PTPN22 act: -4.0; FAK blocker: 2.3; cytoskel mod: -10.6; ERa SRC1 inh: -9.6; LYP inh 2: -3.4; TNFa cytotox: -20.7; Pyk2 oligo antag: 0.78; VCAM1 TNFa inh: -0.4

Results for COc1ccc(CCNS(=O)(=O)c2ccc(C(=O)NCc3ccco3)cc2)cc1OC ?
HUVEC tox IL1B: -2.1; PTPN22 act: -4.7; FAK blocker: 0.1; cytoskel mod: 10.9; ERa SRC1 inh: -3.5; LYP inh 2: 3.1; TNFa cytotox: -7.8; Pyk2 oligo antag: 0.71; VCAM1 TNFa inh: -4.1

Results for CC1(C)Cc2c(sc3nc(SCC(=O)NCc4ccco4)n(-c4ccccc4)c(=O)c23)CS1 ?
HUVEC tox IL1B: 24.0; PTPN22 act: -4.0; FAK blocker: -1.4; cytoskel mod: 2.0; ERa SRC1 inh: -2.0; LYP inh 2: 5.3; TNFa cytotox: -12.1; Pyk2 oligo antag: 0.83; VCAM1 TNFa inh: 22.4

What do the screens show for `Cc1cccc(NC(=S)/N=C(\N)Nc2nc(C)c3ccc(C)cc3n2)c1`?
HUVEC tox IL1B: -25.2; PTPN22 act: 4.0; FAK blocker: -0.1; cytoskel mod: -19.2; LYP inh 2: 0.3; TNFa cytotox: -46.8; Pyk2 oligo antag: 2.37; VCAM1 TNFa inh: 9.7

The final two compounds of the part above lead into the next.
Results for CC1(C)Cc2c(sc3nc(SCC(=O)NCc4ccco4)n(-c4ccccc4)c(=O)c23)CS1 ?
HUVEC tox IL1B: 24.0; PTPN22 act: -4.0; FAK blocker: -1.4; cytoskel mod: 2.0; ERa SRC1 inh: -2.0; LYP inh 2: 5.3; TNFa cytotox: -12.1; Pyk2 oligo antag: 0.83; VCAM1 TNFa inh: 22.4

What do the screens show for `Cc1cccc(NC(=S)/N=C(\N)Nc2nc(C)c3ccc(C)cc3n2)c1`?
HUVEC tox IL1B: -25.2; PTPN22 act: 4.0; FAK blocker: -0.1; cytoskel mod: -19.2; LYP inh 2: 0.3; TNFa cytotox: -46.8; Pyk2 oligo antag: 2.37; VCAM1 TNFa inh: 9.7

What do the screens show for `N#Cc1c(N)[nH]c(=S)c(C#N)c1-c1ccccc1`?
HUVEC tox IL1B: 6.2; PTPN22 act: 1.7; FAK blocker: 2.4; cytoskel mod: 19.7; ERa SRC1 inh: 6.4; LYP inh 2: -2.6; TNFa cytotox: 4.2; Pyk2 oligo antag: -0.38; VCAM1 TNFa inh: -15.0

How did O=C(Cn1cnc2c(oc3ccccc32)c1=O)NCCc1ccccc1 do in these assays?
HUVEC tox IL1B: -42.7; PTPN22 act: -9.6; FAK blocker: -4.1; cytoskel mod: 19.6; ERa SRC1 inh: 5.8[fluorescence artefact?]; LYP inh 2: 11.7; TNFa cytotox: -23.5; Pyk2 oligo antag: 0.91; VCAM1 TNFa inh: 0.8

What do the screens show for `Nc1nc(OCC(F)(F)F)cc(Oc2ccccc2F)n1`?
HUVEC tox IL1B: 0.8; PTPN22 act: -4.0; FAK blocker: -7.3; cytoskel mod: 10.6; ERa SRC1 inh: -2.3; LYP inh 2: 1.0; TNFa cytotox: -15.7; Pyk2 oligo antag: -3.81*; VCAM1 TNFa inh: -6.0

How did N/C(=N\OC(=O)CC1CCCCC1)c1ccccn1 do in these assays?
HUVEC tox IL1B: 0.4; PTPN22 act: 1.2; FAK blocker: -0.9; cytoskel mod: 15.1; LYP inh 2: 1.4; TNFa cytotox: -6.3; Pyk2 oligo antag: 2.54; VCAM1 TNFa inh: 5.5

How did Clc1ccc(CSc2nncn2-c2ccccn2)cc1 do in these assays?
HUVEC tox IL1B: -20.2; PTPN22 act: 8.5; FAK blocker: -3.2; cytoskel mod: -29.3; ERa SRC1 inh: 2.3; LYP inh 2: -8.9; TNFa cytotox: -14.2; Pyk2 oligo antag: 0.4; VCAM1 TNFa inh: 3.0

What do the screens show for `CCOc1ccc(-c2nnn(CC(=O)Nc3cc(OC)cc(OC)c3)n2)cc1OCC`?
HUVEC tox IL1B: -2.5; PTPN22 act: -1.2; FAK blocker: -0.3; cytoskel mod: 10.8; ERa SRC1 inh: 4.4[fluorescence artefact?]; LYP inh 2: -1.1; TNFa cytotox: -23.3; Pyk2 oligo antag: -0.27; VCAM1 TNFa inh: -0.9

Results for O=C(NNC1=C(C(=O)C(F)(F)F)CCC1)c1ccc(Br)cc1 ?
HUVEC tox IL1B: -3.8; PTPN22 act: 1.1; FAK blocker: -7.4; cytoskel mod: 13.8; ERa SRC1 inh: 2.5; LYP inh 2: 0.6; Pyk2 oligo antag: -0.15; VCAM1 TNFa inh: -13.3

What do the screens show for `CCOc1ccc(C2SCC(=O)N2c2c(C)n(C)n(-c3ccccc3)c2=O)cc1` (configuration not stated)?
HUVEC tox IL1B: 7.5; PTPN22 act: -8.2; FAK blocker: 4.5; cytoskel mod: 1.4; ERa SRC1 inh: -4.5; LYP inh 2: 6.2; TNFa cytotox: -16.5; Pyk2 oligo antag: -0.38; VCAM1 TNFa inh: -5.1

How did CCN(CC)CCCN1C(=O)C(=O)/C(=C(/O)c2ccc3c(c2)OCCO3)C1c1ccco1 (configuration not stated) do in these assays?
HUVEC tox IL1B: -1.9; PTPN22 act: 0.6; FAK blocker: 1.4; cytoskel mod: 21.6; ERa SRC1 inh: 13.4; LYP inh 2: -1.0; TNFa cytotox: -15.2; Pyk2 oligo antag: 0.16; VCAM1 TNFa inh: -10.2

How did c1ccc2c(c1)oc1c(NCCCn3ccnc3)ncnc12 do in these assays?
HUVEC tox IL1B: 11.9; PTPN22 act: 7.2; FAK blocker: 4.0; cytoskel mod: -18.5; ERa SRC1 inh: -1.3; LYP inh 2: -8.6; TNFa cytotox: -8.8; Pyk2 oligo antag: -0.27; VCAM1 TNFa inh: 11.9

How did CCn1c(SCC(=O)Nc2nccs2)nnc1-c1cc2cccc(OC)c2o1 do in these assays?
PTPN22 act: -2.0; FAK blocker: -1.7; ERa SRC1 inh: 34.3[fluorescence artefact?]; LYP inh 2: 2.5; Pyk2 oligo antag: 1.03

Results for CCOC(=O)N1CCN(C(=O)c2ccc3nc(SCc4ccc(F)cc4)n(C)c3c2)CC1 ?
HUVEC tox IL1B: 39.6; PTPN22 act: -2.8; FAK blocker: 3.3; cytoskel mod: -3.7; LYP inh 2: 0.6; TNFa cytotox: 16.0; Pyk2 oligo antag: 0.97; VCAM1 TNFa inh: 3.8

Results for COC(=O)C1=C(N)Oc2cc(C)n(Cc3cccnc3)c(=O)c2C1c1ccc(OC)c(OC)c1OC (configuration not stated) ?
HUVEC tox IL1B: -50.5; PTPN22 act: 36.2; FAK blocker: -1.2; cytoskel mod: 11.9; ERa SRC1 inh: -28.0; LYP inh 2: -38.7; TNFa cytotox: -34.7; Pyk2 oligo antag: 0.08; VCAM1 TNFa inh: -13.7

How did O=C(OC(C(=O)NCC1CCCO1)c1ccccc1F)c1ccco1 (configuration not stated) do in these assays?
HUVEC tox IL1B: 3.8; PTPN22 act: 8.2; FAK blocker: -3.2; cytoskel mod: 18.6; ERa SRC1 inh: -1.9; LYP inh 2: -5.7; TNFa cytotox: 6.7; Pyk2 oligo antag: 0.21; VCAM1 TNFa inh: 2.5

How did Cc1ccc(NC(=O)CCC(C(=O)O)N2C(=O)c3ccccc3C2=O)cc1 (configuration not stated) do in these assays?
HUVEC tox IL1B: -36.0; PTPN22 act: -2.6; FAK blocker: 0.5; cytoskel mod: 21.2; ERa SRC1 inh: -1.0; LYP inh 2: 0.0; TNFa cytotox: -7.2; Pyk2 oligo antag: 0.79; VCAM1 TNFa inh: -10.7

Results for Cc1ccc(C(=O)/C=C/c2c[nH]c3ccccc23)cc1 ?
HUVEC tox IL1B: -15.0; PTPN22 act: 3.6; FAK blocker: 0.0; cytoskel mod: 2.2; LYP inh 2: 0.3; Pyk2 oligo antag: -1.12; VCAM1 TNFa inh: 31.6

How did CNC(=O)c1cc(C)c(-c2ccccc2)s1 do in these assays?
HUVEC tox IL1B: -24.5; PTPN22 act: 4.9; FAK blocker: 1.1; cytoskel mod: 5.5; ERa SRC1 inh: -2.6; LYP inh 2: -10.7; TNFa cytotox: -7.3; Pyk2 oligo antag: -0.22; VCAM1 TNFa inh: 19.1

How did COC(=O)c1sccc1NC(=O)CSc1cc(Cl)ccc1Cl do in these assays?
HUVEC tox IL1B: -2.6; PTPN22 act: 2.1; FAK blocker: -1.9; cytoskel mod: -10.8; LYP inh 2: -4.6; TNFa cytotox: 18.5; Pyk2 oligo antag: -0.33; VCAM1 TNFa inh: 13.5

Screening data deposited in PubChem BioAssay by several laboratories.
